# Source: PubChem
# L major viab – inhibitors of Leishmania major promastigote growth; AID 1063; 200,000 tested, 9% active; Leishmania major promastigotes, resazurin fluorescence viability; inhibition, % at 10 µM; in the data active = inhibition above about 50%;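 note: promastigotes grown with compound for 44 hours at 28 °C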
# APP 5UTR inh – APP translation inhibition. SH-SY5Y APP 5'UTR-luciferase reporter, luminescence. inhibition, % at 2 µM. 190,000 tested, 0.82% active;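 active = inhibition above a set limit, derived from the sample mean plus 3 SD, cut at about 45% in these data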; note: values of inactives mirror those of a sister screen read the other way
# bIAP inh – intestinal alkaline phosphatase (bovine) inhibition | AID 1019 | 190,000 tested, under 10 active | inhibition, % at 20 µM | purified bovine IAP, CDP-star luminescence, 30 min;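 active = over 50% inhibition of intestinal alkaline phosphatase at 20 µM in the single-dose screen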
#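 System: Purified bovine intestinal alkaline phosphatase (IAP) enzyme | Input: IAP diluted 1/65,000,000 in the well | Also added: CDP-star chemiluminescent phosphatase substrate, 30 µM final | Dosing: 20 µM single dose | Times: Enzyme reaction for 30 min at room temperature | Detection: Luminescence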
# TNAP inh noacc – inhibitors of human TNAP without phosphate acceptor; P05186; purified TNAP, CDP-star luminescence, 30 min; inhibition, % at 20 µM; 200,000 tested, 0.26% active; AID 1012;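 active = tissue-nonspecific alkaline phosphatase inhibition above about 50% at 20 µM in the single-dose screen, limit read from the data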;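 note: 0% = DMSO negative control and 100% = EDTA positive control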
# Target sequence (P05186 whole entry, looked up): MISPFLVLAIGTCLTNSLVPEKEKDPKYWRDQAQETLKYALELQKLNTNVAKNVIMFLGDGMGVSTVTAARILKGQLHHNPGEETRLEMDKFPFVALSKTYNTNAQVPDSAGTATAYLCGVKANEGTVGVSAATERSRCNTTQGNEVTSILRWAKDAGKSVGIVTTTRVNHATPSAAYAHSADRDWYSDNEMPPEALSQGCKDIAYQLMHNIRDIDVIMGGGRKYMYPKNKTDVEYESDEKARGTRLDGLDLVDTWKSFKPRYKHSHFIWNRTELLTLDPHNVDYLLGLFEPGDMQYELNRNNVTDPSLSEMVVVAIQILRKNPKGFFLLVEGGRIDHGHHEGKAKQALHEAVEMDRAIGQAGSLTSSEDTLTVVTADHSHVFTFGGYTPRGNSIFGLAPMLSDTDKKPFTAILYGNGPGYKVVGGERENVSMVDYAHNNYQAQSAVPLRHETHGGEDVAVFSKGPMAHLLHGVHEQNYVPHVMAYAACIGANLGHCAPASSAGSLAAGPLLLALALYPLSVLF
# bIAP activator – increases bovine intestinal alkaline phosphatase activity | purified bovine IAP, CDP-star luminescence, 30 min; stronger effect = higher value; fold of DMSO-control signal, blank-subtracted | activation factor at 20 µM | 200,000 tested, 0.17% active;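 active = activation factor of 2 or more at 20 µM, a signal rise over negative controls twice the positive control's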
# TNAP act hi DEA – activators of human TNAP at high phosphate acceptor concentration. P05186. purified TNAP, CDP-star luminescence, 1 M DEA, 30 min; stronger effect = higher value; 0 = EDTA background, 1 = DMSO-only activity. activation factor at 20 µM. 200,000 tested, under 10 active;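 active = activation factor at least 2 at 20 µM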
#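 Measured by: Luminescent substrate turnover signal | Test system: Human TNAP | Input: TNAP 1/800 final | Dosing: 20 µM single point | Schedule: 30 min, room temperature | Controls: EDTA wells as negative control, DMSO wells as positive control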
# FLuc stim CS – firefly luciferase counter-screen for stimulation assays. ATPlite luciferase biochemical, luminescence, 10 min; 0 = ATP-free wells, 1 = DMSO control. activation factor at 10 µM. 200,000 tested, under 10 active. AID 1027;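 active = luciferase activation factor, scaled between plate controls, of at least 2 with compound at 10 µM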
# Target sequence (P08659 whole entry, looked up): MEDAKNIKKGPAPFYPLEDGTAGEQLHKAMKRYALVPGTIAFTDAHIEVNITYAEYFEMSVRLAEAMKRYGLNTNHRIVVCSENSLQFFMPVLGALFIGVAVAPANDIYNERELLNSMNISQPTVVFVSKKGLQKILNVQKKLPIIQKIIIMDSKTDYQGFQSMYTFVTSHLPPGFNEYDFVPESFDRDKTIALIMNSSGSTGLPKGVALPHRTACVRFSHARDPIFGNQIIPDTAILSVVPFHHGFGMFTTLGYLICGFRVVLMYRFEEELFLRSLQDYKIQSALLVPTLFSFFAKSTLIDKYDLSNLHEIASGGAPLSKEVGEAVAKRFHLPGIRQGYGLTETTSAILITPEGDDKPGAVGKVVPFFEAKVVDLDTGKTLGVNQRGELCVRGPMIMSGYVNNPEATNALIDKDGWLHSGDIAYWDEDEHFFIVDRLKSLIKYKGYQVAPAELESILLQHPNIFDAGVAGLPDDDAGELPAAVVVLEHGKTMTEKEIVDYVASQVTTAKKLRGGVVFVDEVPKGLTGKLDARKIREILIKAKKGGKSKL
#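 System: cell-free luciferase reagent; medium: PBS as buffer for the ATP substrate; doses: test compounds dosed from 2 mM stocks in 100% DMSO; incubation: 10 min, room temperature; measured by: luminescence from luciferase reaction; read-out: luciferase activation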
# FLuc inh counter – counter-screen for luciferase assay inhibitors: firefly luciferase inhibition; P08659; inhibition, % at 10 µM; 200,000 tested, 1.5% active; ATPLite firefly luciferase biochemical luminescence, 10 min; AID 1006;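 active = inhibition above about 50% when tested at 10 µM, limit read from the data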
# RAM inhibit – blocks the yeast RAM network; inhibition, % at 50 µM; 190,000 tested, 1.8% active; S. cerevisiae dse1pr::URA3 reporter, 5-FOA growth OD615, 2 d; analog-sensitive cbk1-as2 kinase mutant strain;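 active = inhibition above a set limit, 3 SD over mean compound inhibition, cut at about 8.4% in these data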;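 note: 0% = DMSO-only wells with no growth and 100% = 10 µM 1-NA-PP1 full growth; inhibition rescues growth on 5-FOA so higher OD means more RAM inhibition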
# TNAP inh hi DEA – blocks human TNAP under high phosphate acceptor concentration. P05186. purified TNAP, CDP-star luminescence, 1 M DEA. inhibition, % at 20 µM. 200,000 tested, 0.03% active;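 active = over 50% inhibition of tissue-nonspecific alkaline phosphatase at 20 µM in the single-dose screen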;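 note: plate controls were DMSO wells for no effect and EDTA-quenched wells as full inhibition for full effect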
# The depositor's hits bear a star. Compounds as they come; overall some 13% were active at least once.
# Below each compound: L major viab	APP 5UTR inh	bIAP inh	TNAP inh noacc	bIAP activator	TNAP act hi DEA	FLuc stim CS	FLuc inh counter	RAM inhibit	TNAP inh hi DEA
- CCOC(CCn1c(SCc2cccc([N+](=O)[O-])c2)nc2ccccc2c1=O)OCC
→ -0.5	5.8	12.1	-10.8	0.9	1	1	-3.5	10.8*	-3.0
- CCOc1cc(CNn2c(C)nnc2SCC(=O)NC(C)(C)C)ccc1OCC(=O)NC(C)(C)C
→ 0.6	21.4	-6.0	-7.9	1.1	1	1.1	-8.9	0.8	-4.1
- Cc1cccc2cc3c(N)c(C#N)sc3nc12
→ -2.9	16.3	15.3	-22.2	0.8	1.1	1.1	-7.3	6.6	-7.2
- Cc1c(CC=C(Cl)Cl)c(=O)[nH]c2c(C)cccc12
→ 18.6	-19.2	-1.0	4.2	1	1	1	-1.4	4.3	4.5
- Cc1cc(C)n(C(=O)CCN2C(=O)c3ccccc3C2=O)n1
→ -4.5	-7.9	-10.6	-7.9	1.1	1	1	1.1	0.1	-3.2
- O=C(Nc1ccccc1Sc1ccccc1)C1CCCO1 (stereo not given)
→ 1.3	48.7*	3.6	-8.3	1	1	1	-4.6	-0.4	-1.8
- COc1cc([N+](=O)[O-])ccc1NC(=O)COC(=O)C=C(C)C
→ -5.8	-17.7	9.5	-11.3	0.9	1	1	-1.8	3.5	-3.7
- Cc1nc(-c2cccc(NC(=O)C3CCCCC3)c2)cs1
→ 1.1	-0.7	9.9	-10.4	0.9	1.1	1.1	-8.2	0.1	-6.4
- O=[N+]([O-])c1cc(-c2ncccn2)c([N+](=O)[O-])s1
→ 5.4	76.1*	26.5	-8.9	0.7	0.9	1	-3.3	-0.9	12.1
- CC1CCc2sc(C(=O)OC(C)C(=O)Nc3ncc(Cl)cc3Cl)cc2C1 (stereo not given)
→ -2.5	-3.4	-11.5	4.7	1.1	1	1	0.8	1.7	-1.5
- COc1cc(/C=N/N=C(/N)c2nonc2N)cc(Br)c1OCc1ccccc1C
→ 74.5*	-36.5	31.3	3.8	0.7	1	1	-4.6	6.2	-2.8
- COc1cccc(OC)c1OCCOc1ccc(C(=O)c2ccccc2)cc1
→ 33.4	-7.6	-13.4	-6.0	1.1	0.9	1	-4.0	4.2	7.5
- COC(=O)CSc1nnc(-c2ccc3c(c2)OCO3)n1C
→ -6.6	-7.5	-6.1	7.7	1.1	1	1	-3.6	2.9	-1.4
- CCOC(=O)c1c(NC(=O)C(C)N2CCN(C(=O)c3ccco3)CC2)sc2c1CCCC2 (stereo not given)
→ 39.6	-1.0	-7.8	-13.9	1.1	1.1	1	-4.2	0.3	-6.2
- COc1ccc(/C=N/OCC(=O)Nc2ccc3c(c2)OCO3)c(OC)c1
→ -4.2	-22.8	7.3	-6.1	0.9	1.1	1	-4.9	0.4	-7.0
- CC(=O)N1C(=O)/C(=C2\SC(=S)N(c3c(C)n(C)n(-c4ccccc4)c3=O)C2=O)c2ccccc21
→ -3.4	-10.3	-30.6	-42.6	1.3	1	1.1	-6.2	6.3	4.3
- COc1ccc(NC(=O)c2ccccc2CC[N+](=O)[O-])cc1
→ 13.1	-29.6	6.4	-6.2	0.9	1	1	-0.9	2.1	0.4
- C=CCc1c(C)nc(C)nc1N/N=C/c1ccc(F)cc1
→ 3.5	12.8	-7.4	-34.7	1.1	1	1.1	-8.1	2.3	-2.2
- Cc1ccc(S(=O)(=O)NNC(=O)c2cnn(-c3ccccc3)c2-n2cccc2)cc1
→ -4.8	5.3	3.4	-8.7	1	1	1	-1.1	2.2	-2.1
- O=C(COC(=O)c1ccccn1)NC12CC3CC(CC(C3)C1)C2
→ -5.4	-1.6	1.4	-1.0	1	1	0.9	8.2	-0.4	1.0
- COc1ccc(C2C(C(=O)N3CCC(C)CC3)c3ccccc3C(=O)N2C)cc1 (stereo not given)
→ 4.3	-43.4	9.4	-11.2	0.9	1	1.1	-6.3	1.0	-1.9
- Cc1cccc[n+]1CCCCCCCCCC[n+]1ccccc1C
→ -2.6	-1.0	-12.7	7.3	1.1	1	1.1	-6.5	1.5	-4.2
- CC(C)OCCCNC(=O)C1CCC(=O)N1C1CCCC1 (stereo not given)
→ -4.3	3.2	10.9	-16.4	0.9	1.1	1	-3.2	0.3	-7.2
- CCOC(=O)/C=C(\C)N1N=C(c2ccccc2)CC1c1ccccc1 (stereo not given)
→ -8.6	-83.4	10.9	31.2	0.9	1	0.9	9.1	3.8	-2.8
- CCOC(=O)C1(CC2CC2)CCN(C(=O)c2cc(OC)nc3ccccc23)CC1
→ 3.1	-47.0	-9.2	-7.0	1.1	1	1.1	-8.5	-0.6	-4.4
- Cn1ncc(N=Cc2ccc([N+](=O)[O-])cc2)c1C(=O)N1CCOCC1
→ -6.2	2.9	2.9	-7.0	1	1	1.1	-5.3	-1.4	-1.9
- Cc1cc(C)nc(Nc2ncn[nH]2)n1
→ -7.1	23.3	-48.8	-118.0	1.5	1	1	0.2	2.5	-3.3
- Cc1ccc(S(=O)(=O)N(CC(=O)N/N=C/c2cccc3c2OCCO3)c2ccccc2F)cc1
→ -7.7	-3.0	-4.1	31.5	1	1.1	1.1	-7.4	2.8	-5.3
- CCOC(=O)N1CCN(CC(=O)Nc2cc(OCC)ccc2OCC)CC1
→ -1.5	-13.9	17.6	-3.5	0.8	1	1	-1.2	1.1	-0.6
- CCN(C(C)=O)c1nc(CSc2nnc(NC(C)C)s2)cs1
→ -7.6	8.3	5.8	-2.2	0.9	1	1	3.7	1.9	2.8
- Cc1c(NC(=O)C2C3C=CC(C3)C2C(=O)O)c(=O)n(-c2ccccc2)n1C (stereo not given)
→ 0.1	-11.7	3.1	-14.2	1	1	1.1	-5.5	0.1	-2.8
- CC1=NN(C(=O)COc2ccc(C)c(C)c2)C(O)(c2ccc(Cl)cc2)C1 (stereo not given)
→ 4.2	-22.9	11.8	-31.4	0.9	1	1.1	-6.1	1.8	1.7
- COc1ccc(CN=C2NC(=O)CC(C(=O)Nc3ccc([N+](=O)[O-])cc3C)S2)cc1 (stereo not given)
→ 86.0*	-3.3	-8.3	-7.8	1.1	1	1.1	-6.1	1.4	-0.1
- CN(C)C(CNC(=O)c1ccc(S(=O)(=O)NCc2ccco2)cc1)c1ccccc1 (stereo not given)
→ 47.0	-10.4	7.5	7.7	0.9	1	1	-4.5	0.6	-2.7
- CCCN(CC1CC1)C(=S)Nc1ccc(C(C)=O)cc1
→ 0.9	-10.5	1.6	-15.6	1	1.1	1.1	-6.0	-0.1	-6.9
- c1ccc(-c2ccn3nnnc3n2)cc1
→ -3.0	-0.7	2.9	-3.7	1	1	1	-4.7	2.1	-3.3
- CCOC(=O)Cc1csc(SCc2nc3ccccc3c(=O)[nH]2)n1
→ 0.8	3.6	2.1	3.2	1	1.1	1.1	-11.4	2.3	-9.8
- Cc1cc(N2CCOCC2)nc(SCc2ccc(Cl)cc2Cl)n1
→ 6.3	-16.1	1.4	-4.8	1	1	1.1	-8.0	1.2	-3.9
- Cc1ccccc1NC(=O)Nc1cccs1
→ -3.8	-12.8	6.5	-12.1	0.9	1.1	1	3.6	0.8	-5.6
- Cc1cccc2cc(CNCc3ccccc3)c(Cl)nc12
→ -4.9	-5.2	11.7	-10.4	0.9	1.1	1	-4.3	2.7	-5.5

# (cont.)
# Labels used below – A = L major viab; B = APP 5UTR inh; C = bIAP inh; D = TNAP inh noacc; E = bIAP activator; F = TNAP act hi DEA; G = FLuc stim CS; H = FLuc inh counter; I = RAM inhibit; J = TNAP inh hi DEA
Cc1cc(C)c(C(=O)COC(=O)c2ccc([N+](=O)[O-])o2)cc1C
  A = -2.0 | B = 3.9 | C = -16.2 | D = -10.9 | E = 1.2 | F = 1 | G = 1 | H = -3.8 | I = 4.4 | J = -3.9

COc1ccc(-c2cc(-c3n[nH]c(=S)n3-c3cc(OC)ccc3OC)[nH]n2)cc1
  A = -3.5 | B = 21.8 | C = 13.0 | D = -84.4 | E = 0.9 | F = 1.1 | G = 1 | H = 0.9 | I = 2.4 | J = -5.5

COc1ccc(Cn2c(SCc3ccc(C)cc3)nc3cc(OC)c(OC)cc3c2=N)cc1Cl
  A = 100.4* | B = -16.0 | C = -18.5 | D = -4.0 | E = 1.2 | F = 1 | G = 1 | H = -0.6 | I = -0.7 | J = -1.0

O=C(NCc1cccnc1)c1cc(-c2ccccc2)on1
  A = -5.6 | B = -2.5 | C = 8.7 | D = -2.6 | E = 0.9 | F = 1 | G = 1 | H = -1.0 | I = -0.5 | J = -2.9

O=C(Cc1cn2ccsc2n1)Nc1ccccn1
  A = 2.9 | B = 7.8 | C = 6.6 | D = 5.3 | E = 0.9 | F = 1 | G = 1 | H = -4.3 | I = 0.3 | J = -4.0

# Ten entries from above, sorted by length of the SMILES, rising:
# Labels used below – A = L major viab; B = APP 5UTR inh; C = bIAP inh; D = TNAP inh noacc; E = bIAP activator; F = TNAP act hi DEA; G = FLuc stim CS; H = FLuc inh counter; I = RAM inhibit; J = TNAP inh hi DEA
Cc1ccccc1NC(=O)Nc1cccs1
  A = -3.8 | B = -12.8 | C = 6.5 | D = -12.1 | E = 0.9 | F = 1.1 | G = 1 | H = 3.6 | I = 0.8 | J = -5.6

O=C(Cc1cn2ccsc2n1)Nc1ccccn1
  A = 2.9 | B = 7.8 | C = 6.6 | D = 5.3 | E = 0.9 | F = 1 | G = 1 | H = -4.3 | I = 0.3 | J = -4.0

Cc1cccc2cc(CNCc3ccccc3)c(Cl)nc12
  A = -4.9 | B = -5.2 | C = 11.7 | D = -10.4 | E = 0.9 | F = 1.1 | G = 1 | H = -4.3 | I = 2.7 | J = -5.5

O=C(NCc1cccnc1)c1cc(-c2ccccc2)on1
  A = -5.6 | B = -2.5 | C = 8.7 | D = -2.6 | E = 0.9 | F = 1 | G = 1 | H = -1.0 | I = -0.5 | J = -2.9

CCCN(CC1CC1)C(=S)Nc1ccc(C(C)=O)cc1
  A = 0.9 | B = -10.5 | C = 1.6 | D = -15.6 | E = 1 | F = 1.1 | G = 1.1 | H = -6.0 | I = -0.1 | J = -6.9

Cc1cc(N2CCOCC2)nc(SCc2ccc(Cl)cc2Cl)n1
  A = 6.3 | B = -16.1 | C = 1.4 | D = -4.8 | E = 1 | F = 1 | G = 1.1 | H = -8.0 | I = 1.2 | J = -3.9

CCOC(=O)Cc1csc(SCc2nc3ccccc3c(=O)[nH]2)n1
  A = 0.8 | B = 3.6 | C = 2.1 | D = 3.2 | E = 1 | F = 1.1 | G = 1.1 | H = -11.4 | I = 2.3 | J = -9.8

Cc1cc(C)c(C(=O)COC(=O)c2ccc([N+](=O)[O-])o2)cc1C
  A = -2.0 | B = 3.9 | C = -16.2 | D = -10.9 | E = 1.2 | F = 1 | G = 1 | H = -3.8 | I = 4.4 | J = -3.9

CN(C)C(CNC(=O)c1ccc(S(=O)(=O)NCc2ccco2)cc1)c1ccccc1 (stereo not given)
  A = 47.0 | B = -10.4 | C = 7.5 | D = 7.7 | E = 0.9 | F = 1 | G = 1 | H = -4.5 | I = 0.6 | J = -2.7

COc1ccc(-c2cc(-c3n[nH]c(=S)n3-c3cc(OC)ccc3OC)[nH]n2)cc1
  A = -3.5 | B = 21.8 | C = 13.0 | D = -84.4 | E = 0.9 | F = 1.1 | G = 1 | H = 0.9 | I = 2.4 | J = -5.5
